Integrin act MD – integrin-mediated muscular dystrophy alleviation activation; alpha7betagal myoblasts, beta-gal FDG fluorescence, 48 h; Potency, µM (series often up to 38.3 µM), inactives show at the top dose activation, most hits filed as activators; hit rate 0.064% among 350,000; AID 624291;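 also: potency is read from the fitted curve at half-maximal effect; 100% = response of the positive control SU9516; nearly all actives have a fitted effect of over 60% in size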
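alpha7betagal+/- myoblasts (passage 13, 250/well) treated 48 h at 37C with compounds at 1:260 dilution of DMSO stock. Lysed, then beta-galactosidase activity read as FDG fluorescence (ex 480/em 540) after 30 min, with pre-read for autofluorescence.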
p53 reactivation – re-activators of mutant p53; H1299 p53-A138V BP100-luciferase reporter, luminescence, 24 h; Potency, µM (top dose mostly 92.2 µM), for inactives: at the top dose activity change, positive = activation, actives largely listed as activators; hit rate 0.063% among 320,000; AID 504706; also: potency is read from the fitted curve at half-maximal effect; % of control where 0% means no effect; nearly all actives have a fitted effect of over 45% in size
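p53-null H1299 cells stably carrying temperature-sensitive p53-A138V and a BP100-luciferase reporter were pinned with compounds (4-point, 1:5 series) and held 24 hrs at 37 deg C. Luminescence was read 10 min after detection reagent.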
BRCA1 expr act – increases BRCA1 expression | hit rate 1.1% among 380,000 | Potency, µM (top dose mostly 46.1 µM), for inactives: at the top dose activation, hits mostly activators | MCF7-BRCA1-FFLuc reporter, luminescence, 48 h; response scale: scaled: vehicle 0%, 10 µM genistein 100%; also: potency is read from the fitted curve at half-maximal effect; nearly all actives have a fitted effect of over 80% in size; some results filed as inactive show a strong effect at the top dose
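Cells: MCF7-BRCA1-FFLuc, 2000/well. Exposure: 48 h, 37 °C, 5% CO2. Read: luminescence, 15 min post-substrate. Controls: genistein 10 microM (maximal activation), DMSO (neutral).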
TSG101-PTAP inh – blocks PTAP/TSG101 interaction to inhibit HIV-1 budding | Q99816 | Fluorescence polarization, FITC-PTAP peptide / Tsg101 binding | Potency, µM (doses to about 115 µM), without a hit: at the top dose activity change, negative = inhibition, hits mostly inhibitors | 340,000 tested, under 10 active | AID 493005; active = well fitted inhibition curve with a large enough effect in the main read-out, with a control signal flat, not every such curve was filed as active; inconclusive = small, poorly fitted or top-dose-only effect, or effect the other way, or a change in a side signal; inactive = no such curve, though single readings can be large or run the other way; also: potency is read from the fitted curve at half-maximal effect; % of control where 0% means no effect
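FP read-out: FITC-PTAP peptide, 50 nM final, binding Tsg101 binding domain, 10 uM final; 20 min, r.t.; 10 mM HEPES pH 7.5, 0.15 M NaCl, 0.01% Tween 20, 3 mM EDTA, 0.1 mM TCEP.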
USP2a inh – USP2a (human) protease inhibition | hit rate 0.01% among 330,000 | Potency, µM (series often up to 38.3 µM), for the others: at the highest dose activity change, negative = inhibition, most hits filed as inhibitors | O75604 | USP2 core, Ub-CHOP2 coupled fluorogenic reporter, 485/531;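 also: potency is read from the fitted curve at half-maximal effect; plate controls were DMSO wells for no effect and full inhibition by NEM control for full effect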
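Deubiquitinase activity read as fluorescence (485/531 nm) after Ub-CHOP2 cleavage activates the enterokinase reporter on its substrate; USP2 core 10nM, Ub-CHOP2 and substrate 25nM each, 30min compound preincubation then 60min RT; data normalized to NEM, curves fitted.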
ASM inhibitor – blocks human secretory acid sphingomyelinase | P17405 | placental ASM, HMU-PC fluorogenic substrate, 60 min | Potency, µM (series often up to 57.5 µM), for inactives: at the highest dose activity change, negative = inhibition, most hits filed as inhibitors | hit rate 0.006% among 340,000 | AID 504937; also: potency is read from the fitted curve at half-maximal effect
Target sequence (P17405 47-631 limits assumed): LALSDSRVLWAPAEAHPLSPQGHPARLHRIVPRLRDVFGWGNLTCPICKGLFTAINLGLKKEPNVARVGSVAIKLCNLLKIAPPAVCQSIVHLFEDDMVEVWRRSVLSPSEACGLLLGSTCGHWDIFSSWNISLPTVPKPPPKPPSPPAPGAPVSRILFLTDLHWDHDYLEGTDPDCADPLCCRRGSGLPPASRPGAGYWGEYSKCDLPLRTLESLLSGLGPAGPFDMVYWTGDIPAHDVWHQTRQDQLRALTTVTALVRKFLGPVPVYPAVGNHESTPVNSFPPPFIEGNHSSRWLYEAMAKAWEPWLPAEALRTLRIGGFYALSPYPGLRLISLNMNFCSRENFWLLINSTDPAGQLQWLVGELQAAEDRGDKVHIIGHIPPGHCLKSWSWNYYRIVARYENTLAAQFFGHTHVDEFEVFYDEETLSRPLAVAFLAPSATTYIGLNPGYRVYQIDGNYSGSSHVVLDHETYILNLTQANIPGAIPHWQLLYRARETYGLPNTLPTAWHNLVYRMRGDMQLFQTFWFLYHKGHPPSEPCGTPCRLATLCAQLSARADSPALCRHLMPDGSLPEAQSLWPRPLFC
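qHTS format. ASM enzyme prepared from human placenta hydrolyses the fluorogenic substrate HMU-PC0 (9 uM final) over 60 min at 37 °C after a 10 min compound preincubation.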
ELG1 genotoxic – genotoxicity induction in ELG1-luciferase HEK293T cells; HEK293T ELG1-luciferase reporter, luminescence, 16 h; Potency, µM (titrated, usually from 46 µM), for the others: top-dose activity change, positive = activation, usual class: activators; hit rate 1.3% among 330,000; AID 504466; also: potency is read from the fitted curve at half-maximal effect; % of control where 0% means no effect; nearly all actives have a fitted effect of over 60% in size
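Cells (2,000/well) expressing the ELG1-luciferase fusion are dosed by pin tool and kept 16 hr at 37 °C, 5% CO2. Signal comes from ONE-Glo luciferase reagent after 30 min at room temperature.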
TRPV1 agonist – human TRPV1 agonism. TRPV1-expressing cells, Fluo-8 calcium influx, agonist mode. Q8NER1. activation, % at 8.33 µM. AID 540275. hit rate 0.19% among 320,000; in the data active = activation above about 80%; inconclusive = between about 30% and that limit; also: 0% is about no effect
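Cells expressing TRPV1 were dye-loaded with Fluo-8 and read kinetically: 10 s baseline, 3 min after compound (agonist portion), then 2 min after EC20 capsaicin (allosteric enhancer portion). Calcium-bound dye fluorescence at 480/520 nm.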
B2AR arrestin – recruits beta-arrestin to the human beta2-adrenergic receptor. P07550. beta-arrestin recruitment to beta2AR, cell-based reporter. Potency, µM (doses to about 46.1 µM), inactives show top-dose activation, hits mostly activators. hit rate 0.02% among 330,000. AID 492947;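 also: potency is read from the fitted curve at half-maximal effect; 0% = DMSO controls and full agonism = EC100 isoproterenol or metaproterenol; nearly all actives have a fitted effect of over 65% in size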
Target sequence (P07550 whole entry, looked up): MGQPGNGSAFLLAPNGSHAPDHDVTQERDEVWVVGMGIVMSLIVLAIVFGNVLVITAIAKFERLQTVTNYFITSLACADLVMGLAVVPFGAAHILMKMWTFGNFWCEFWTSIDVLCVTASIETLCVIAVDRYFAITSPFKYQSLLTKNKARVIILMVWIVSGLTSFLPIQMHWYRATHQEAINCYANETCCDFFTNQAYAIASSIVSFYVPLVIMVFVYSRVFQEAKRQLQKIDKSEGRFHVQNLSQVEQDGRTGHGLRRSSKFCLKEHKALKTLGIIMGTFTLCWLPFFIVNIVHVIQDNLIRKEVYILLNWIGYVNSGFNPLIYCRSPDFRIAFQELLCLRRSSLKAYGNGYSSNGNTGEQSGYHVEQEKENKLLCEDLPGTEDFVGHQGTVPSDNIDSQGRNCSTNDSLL
uPA generation – cell surface uPA generation inhibition. Potency, µM (titrated, usually from 38.3 µM), for the others: at the top dose activity change, negative = inhibition, actives largely listed as inhibitors. cell surface uPA generation assay, qHTS. AID 540303. hit rate 0.31% among 330,000; active = well fitted inhibition curve with a large enough effect; inconclusive = small, poorly fitted or top-dose-only effect; inactive = no such curve, though single readings can be large or run the other way; tested in mouse RAW 264.7 cells; also: potency is read from the fitted curve at half-maximal effect; % is scaled to controls: 0 for no effect and ±100 for the full control effect; nearly all actives have a fitted effect of over 55% in size
Eya2 inh – Eya2 (human) phosphatase inhibition; O00167; recombinant Eya2, OMFP fluorescence dephosphorylation (OMFP is methylfluorescein phosphate); AID 488837; hit rate 0.006% among 330,000; Potency, µM (series often up to 76.9 µM), for inactives: at the top dose activity, negative = inhibition, actives largely listed as inhibitors; also: potency is read from the fitted curve at half-maximal effect; % is scaled to controls: 0 for no effect and ±100 for the full control effect
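Eya2 (0.2 uM) preincubated 10 min at ambient with compound, then OMFP substrate added at 50 uM; 10 min reaction in 50 mM HEPES pH 7.5, 50 mM NaCl, 5 uM MgCl2, 0.05% BSA, 1 mM DTT. Fluorescence read at Ex 485/Em 525 nm.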
Active calls of the source: *; u = inconclusive; x = not tested or not shown; & = joins results of further samples; [ ] = remark or other dose. Unless noted, calls follow the shape of the dose curve; as a rule, active = well fitted curve in the direction sought with a large enough effect; inconclusive = small, poorly fitted or top-dose-only effect, or another doubt; inactive = no such curve, though single readings can be large; an effect the other way counts as inactive or inconclusive.

SMILES	Integrin act MD	p53 reactivation	BRCA1 expr act	TSG101-PTAP inh	USP2a inh	ASM inhibitor	ELG1 genotoxic	TRPV1 agonist	B2AR arrestin	uPA generation	Eya2 inh
COC(=O)C1=C(CSc2nc3c(cc2C#N)CN(C)CC3)OC(N)=C(C#N)C1c1ccc(F)cc1 (centres undefined)	-28%	4%	-36%	-4%	4%	9%	1%	-5	-0.7%	x	-11%
O=C(CSc1nc(-c2ccccc2)cs1)Nc1ccccc1[N+](=O)[O-]	-26%	5%	11%	-4%	4%	-6%	-3%	-2	-1.3%	8%	0%
C#CCN1C(C)=C(C(=O)OC)C(c2cccc([N+](=O)[O-])c2)C(C(=O)OCC)=C1C (centres undefined)	x	-9%	-36%	2%	-2%	-7%	-6%	u	-0.2%	-28%	u
CN(CCO)c1cc(N2CCC3(CC2)OCCO3)c2nonc2c1[N+](=O)[O-]	16%	-4%	-18%	0%	4%	-11%	1%	2	0.0%	0%	-9%
COCCn1c(Cc2ccccc2)nnc1SCC(=O)NC(C)(C)C	19%	1%	6%	x	0%	0%	1%	-1	0.1%	1%	16%
Cc1cc(Cl)c(OCCn2ccnc2)c(Br)c1	22%	-4%	-40%	-9%	-3%	4%	1%	-6	0.1%	16%	-3%
COc1cccc(CN(CC2CCCO2)S(=O)(=O)c2ccc(S(=O)(=O)N(C)C)cc2)c1 (centres undefined)	-20%	-2%	-13%	-5%	7%	6%	-6%	12	0.4%	x	18%
CSc1ncccc1C(=O)OCC(=O)NC(N)=O	4%	19%	-33%	-3%	2%	6%	4%	-2	0.3%	x	-17%
Cc1ccc([N+](=O)[O-])cc1N(CC(=O)NCC1CCCO1)S(C)(=O)=O (centres undefined)	20%	4%	14%	1%	0%	1%	0%	-10	0.0%	3%	4%
CCCCNC(=S)NCCN1CCN(C(=S)NCCCC)CC1	-8%	0%	-4%	-1%	-1%	2%	-3%	0	0.2%	-6%	4%
COc1ccc([N+](=O)[O-])cc1NC(=O)C(C)OC(=O)CC1CCCC1 (centres undefined)	-48%[inhibitor]	-5%	-17%	-2%	0%	-8%	0%	17	-0.9%	1%	2%
O=C(CSc1ncnc2c1oc1ccccc12)c1cccs1	29%	20%	61%	1%	7%	6%	u	2	-1.1%	6%	-2%
CCOc1ccccc1CN1CCN(Cc2cccc3c2OCO3)CC1CCO (centres undefined)	-9%	-3%	-7%	-5%	-3%	-1%	-3%	9	0.3%	3%	7%
Cc1ccc(C)c(N2CCN(C(=O)CCCN3C(=S)NC(C)(C)CC3C)CC2)c1 (centres undefined)	u	-3%	-53%	0%	0%	2%	7%	5	0.3%	-6%	-1%
CC1=C(C(=O)Nc2cccc(C)n2)C(c2ccc3c(c2)OCO3)C2=C(CC(c3ccco3)CC2=O)N1 (centres undefined)	1%	1%	-30%	-4%	0%	x	5%	-3	-0.2%	5%	9%
CCO[C@H]1OC(C(N)=O)=C[C@@H](c2ccccc2)[C@@H]1CCCO	-2%	-2%	6%	-2%	4%	0%	1%	-3	0.5%	-1%	4%
CC1=C(C#N)C(Nc2ccc(Cl)cn2)(C(F)(F)F)C(=O)N1 (centres undefined)	-9%	10%	9%	-7%	5%	-2%	-2%	4	-1.1%	2%	6%
CCc1c(C)c(C#N)c2nc3ccccc3n2c1NCCN(C)C	-5%	-17%	-1%	-4%	-2%	239%[activator]	2%	3	-0.2%	x	8%
CCOc1ccc2nc(SCC(=O)NCc3ccc(OC)c(OC)c3)[nH]c2c1	-2%	-4%	-14%	-8%	-2%	3%	-7%	25	-0.1%	15%	-9%
COCCNC(=O)C1CCC(=O)N(c2ccc(OC)cc2)C1c1ccc(OC)c(OC)c1 (centres undefined)	14%	1%	2%	-4%	1%	-1%	-1%	-1	0.1%	2%	11%
CC(C)CCN(C(=O)CCSc1ccc(F)cc1)c1c(N)n(Cc2ccccc2)c(=O)[nH]c1=O	-14%	-13%	-19%	2%	0%	-3%	7%	2	-0.5%	-2%	21%
CCOC(=O)C1=C(C)NC(=O)NC1c1ccc(OC(C)C(=O)O)c(OC)c1 (centres undefined)	3%	4%	0%	-1%	1%	2%	0%	0	-0.1%	8%	0%
Cc1cccc2c(C(=O)Nc3ccc(Br)cc3)cc(-c3ccccn3)nc12	10%	2%	-48%	-2%	2%	-2%	11%	16	-0.3%	3%	0%
O=C(/N=C1\NC(=O)C(F)(C(F)(F)F)S1)NC1CCCCC1 (centres undefined)	-27%	u	0%	0%	0%	2%	-3%	1	0.1%	-1%	-24%

Sorted by SMILES length (largest number first): some entries from above.
SMILES	Integrin act MD	p53 reactivation	BRCA1 expr act	TSG101-PTAP inh	USP2a inh	ASM inhibitor	ELG1 genotoxic	TRPV1 agonist	B2AR arrestin	uPA generation	Eya2 inh
CC1=C(C(=O)Nc2cccc(C)n2)C(c2ccc3c(c2)OCO3)C2=C(CC(c3ccco3)CC2=O)N1 (centres undefined)	1%	1%	-30%	-4%	0%	x	5%	-3	-0.2%	5%	9%
CC(C)CCN(C(=O)CCSc1ccc(F)cc1)c1c(N)n(Cc2ccccc2)c(=O)[nH]c1=O	-14%	-13%	-19%	2%	0%	-3%	7%	2	-0.5%	-2%	21%
COCCNC(=O)C1CCC(=O)N(c2ccc(OC)cc2)C1c1ccc(OC)c(OC)c1 (centres undefined)	14%	1%	2%	-4%	1%	-1%	-1%	-1	0.1%	2%	11%
CCO[C@H]1OC(C(N)=O)=C[C@@H](c2ccccc2)[C@@H]1CCCO	-2%	-2%	6%	-2%	4%	0%	1%	-3	0.5%	-1%	4%
Cc1cccc2c(C(=O)Nc3ccc(Br)cc3)cc(-c3ccccn3)nc12	10%	2%	-48%	-2%	2%	-2%	11%	16	-0.3%	3%	0%

Following part.
SMILES	Integrin act MD	p53 reactivation	BRCA1 expr act	TSG101-PTAP inh	USP2a inh	ASM inhibitor	ELG1 genotoxic	TRPV1 agonist	B2AR arrestin	uPA generation	Eya2 inh
NNC(=S)Nc1ccc(S(=O)(=O)N2CCOCC2)cc1	27%	-3%	-23%	-3%	-1%	-1%	1%	-1	0.3%	-1%	0%
O=C(COC(=O)c1c[nH]c(=O)[nH]c1=O)Nc1cccc([N+](=O)[O-])c1	-28%	6%	3%	-1%	-2%	-4%	2%	-1	-0.3%	-4%	-7%
CC(=O)Nc1ccccc1OC(=O)N1CCOCC1	7%	2%	-1%	-2%	2%	0%	-1%	1	-0.9%	-1%	9%
Cc1cc(C)c2c(n1)SCC(=O)N2CC(=O)Nc1ccc(C)c(C)c1	-12%	11%	22%&3%	-4%	2%	4%	-3%	2	-0.2%	6%	-9%
O=C(CNC(=O)c1cccc(Br)c1)N/N=C/c1cn[nH]c1-c1ccccc1	3%	-8%	-31%	-3%	0%	-11%	0%	-1	-1.4%	0%	-3%
COc1ccc(Cc2cnc(N)s2)cc1	19%	1%	46%	-2%	0%	0%	4%	1	0.4%	-5%	-1%
CC(/C=C(\NC(=O)c1ccccc1)C(=O)N=Nc1c(O)[nH]c2ccc(C)cc12)=C\c1ccccc1	0%	-2%	-47%	-4%	2%	-25%	-14%	-1	-0.1%	13%	10%
Cc1cc(C)c2c(=O)[nH]c(SCC(=O)Nc3ccc(N(C)C)cc3)nc2n1	-10%	2%	-2%	-5%	-8%	-1%	-2%	2	-0.3%	0%	13%
O=[N+]([O-])c1cc(S(=O)(=O)c2ccc(N3CCCCC3)c([N+](=O)[O-])c2)ccc1N1CCCCC1	5%	2%	-34%	4%	4%	-4%	-4%	-1	-0.5%	-2%	2%
Cc1cccc(C(=O)NNC(=O)c2cccc(C)c2)c1	5%	13%	20%	-1%	3%	6%	5%	2	-0.8%	-1%	-6%
Cc1ccc(CNC(=O)C2CCN(S(=O)(=O)N3CCOCC3)CC2)cc1	-2%	-3%	15%	-2%	3%	5%	-5%	3	0.1%	x	21%
CCC(C)(C)NC(=O)C(c1ccco1)N(C(=O)c1csnn1)c1cccc(F)c1 (centres undefined)	8%	-7%	2%	-1%	0%	6%	-1%	13	-0.3%	x	-6%
COc1ccc(N2CCN(C(=O)COc3ncnc4ccccc34)CC2)cc1	-11%	1%	3%	-1%	0%	-3%	0%	4	0.0%	2%	10%
